# DT40 TDP1 CPT – qHTS for Inhibitors of human tyrosyl-DNA phosphodiesterase 1 (TDP1): qHTS in cells in presence of CPT. Potency, µM (top dose mostly 46.2 µM), for inactives: at the highest dose activity change, negative = growth inhibition, actives largely listed as inhibitors. chicken DT40 Tdp1-/-;hTDP1 cells + 20 nM CPT, ATP luminescence, 48 h. AID 686979, 2013. 420,000 tested, 12% active; further: nearly all actives have a fitted effect of over 55% in size
#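 Chicken DT40 Tdp1-/- cells complemented with human TDP1, 400 cells/well, exposed to compounds plus 20 nM camptothecin for at least 48 h at 37 C; viability read as ATP content by CellTiter-Glo luminescence.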
# TDP1 cell noCPT – qHTS for Inhibitors of human tyrosyl-DNA phosphodiesterase 1 (TDP1): qHTS in cells in absence of CPT; DT40 Tdp1-/- hTDP1 cells, no CPT, ATP luminescence, 48 h; Potency, µM (doses to about 46.2 µM), for the others: top-dose activity change, negative = growth inhibition, most hits filed as inhibitors; 420,000 tested, 15% active; further: nearly all actives have a fitted effect of over 55% in size
#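 Compound effects on proliferation are scored in DT40 Tdp1-/-;hTDP1 cells in the absence of CPT. ATP levels (CellTiter-Glo luminescence) are recorded after a ≥48 hr, 37 °C incubation.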
# KAT2A inh – qHTS Assay for Inhibitors of GCN5L2 | Histone acetyltransferase KAT2A (Homo sapiens), Q92830 | GCN5L2 HAT assay, ThioGlo1 CoA-SH fluorescence | Potency, µM (titrated, usually from 58.9 µM), for inactives: at the top dose activity change, negative = inhibition, usual class: inhibitors | 390,000 tested, 0.21% active
# Target sequence (Q92830 whole entry, looked up): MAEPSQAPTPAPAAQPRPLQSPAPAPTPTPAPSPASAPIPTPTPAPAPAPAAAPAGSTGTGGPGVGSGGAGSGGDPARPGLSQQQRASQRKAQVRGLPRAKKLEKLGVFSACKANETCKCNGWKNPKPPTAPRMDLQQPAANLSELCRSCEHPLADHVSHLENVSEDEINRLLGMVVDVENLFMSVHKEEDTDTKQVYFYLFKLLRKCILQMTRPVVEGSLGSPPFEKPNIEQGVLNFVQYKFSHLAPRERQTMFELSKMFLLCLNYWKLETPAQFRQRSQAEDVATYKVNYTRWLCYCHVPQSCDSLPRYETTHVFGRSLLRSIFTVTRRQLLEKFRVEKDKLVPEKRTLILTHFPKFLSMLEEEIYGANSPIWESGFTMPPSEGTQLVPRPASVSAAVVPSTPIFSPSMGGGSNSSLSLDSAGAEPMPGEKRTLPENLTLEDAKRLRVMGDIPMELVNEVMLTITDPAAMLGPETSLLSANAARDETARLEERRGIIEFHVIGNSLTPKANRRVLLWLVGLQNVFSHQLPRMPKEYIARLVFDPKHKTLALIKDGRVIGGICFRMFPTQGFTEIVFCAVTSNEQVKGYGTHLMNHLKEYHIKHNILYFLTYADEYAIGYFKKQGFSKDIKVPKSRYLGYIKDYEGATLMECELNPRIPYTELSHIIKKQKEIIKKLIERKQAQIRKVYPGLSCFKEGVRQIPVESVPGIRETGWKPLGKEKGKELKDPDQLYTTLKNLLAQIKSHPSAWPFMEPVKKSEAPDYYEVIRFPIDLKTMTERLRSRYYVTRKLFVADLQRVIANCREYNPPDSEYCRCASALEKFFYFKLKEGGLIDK
#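 Enzyme at 20nM final was mixed with library compounds for 15 min at room temperature. Peptide H3(1-25) at 75uM, acetyl-CoA at 70uM and ThioGlo1 at 50uM were then added. Plates were read immediately and after 20 min (Ex340nm/Em540nm).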
# * hit, by the source's call; ? = inconclusive; . = not tested or not shown; & = joins results of further samples. The call rests on the fitted dose curve; in most records, active means well fitted curve in the direction sought with a large enough effect; inconclusive means small, poorly fitted or top-dose-only effect, or another doubt; inactive means no such curve, though single readings can be large; an effect the other way counts as inactive or inconclusive. On the % scale 0 is the no-effect control and ±100 the full control effect; potency means the concentration at half of the fitted maximal effect.
SMILES,DT40 TDP1 CPT,TDP1 cell noCPT,KAT2A inh
COC(=O)c1nc(NC(=O)c2ccccc2Br)n[nH]1,-29.2%,-3.4%,-8.3%
Clc1ccc(-c2csc(N3CCOCC3)n2)cc1,-14.2%,-26.4%,-6.5%
CCNc1nc(Cl)nc(NCc2ccccc2)n1,-28.6%,-15.6%,-1.2%
C/C(=N\Nc1ccc(C(=O)O)cc1)c1ccc(-n2ccnc2)cc1,10.5%,18.5%,3.2%
COc1ccc(-c2nc3cnc(N4CCNCC4)nc3n(C)c2=O)cc1,?,?,?
COc1cccc(OC)c1CNC(=O)CCSCc1ccccc1F,-3.8%,-6.3%,-10.2%
COc1ccc(CCNc2nc3ccccc3n3cnnc23)cc1OC,-26.0%,?,-3.0%
CSc1ncccc1C(=O)OCC(=O)NC(N)=O,0.5%,-3.8%,2.1%
O=C(NCCc1ccccc1)C(=O)NCC(c1cccnc1)N1CCN(c2ccccc2F)CC1 (centres undefined),20.6µM*,?,-2.6%
COc1cc(C(=O)NCC(c2ccc(N(C)C)cc2)N2CCCC2)cc(OC)c1OC (centres undefined),18.4µM*,?,-2.2%
COc1ccc(C(=O)NC2CCCc3ccccc32)cc1S(=O)(=O)N1CCOCC1 (centres undefined),1.3%,?,-5.9%
COc1cc(C(=O)Nc2ccc(N3CCN(C(=O)c4ccc(C)cc4)CC3)cc2)cc(OC)c1OC,20.6µM*,14.6µM*,3.6%
Cc1ccc2oc3c(c(=O)c2c1)C(c1ccc(O)cc1)N(c1nc(C)c(C)s1)C3=O (centres undefined),-5.3%,-8.1%,-0.3%
COCCN(C(=O)c1csnn1)C(C(=O)NC1CCCCC1)c1sccc1C (centres undefined),-27.7%,-25.1%,-0.2%
COC(=O)C1OC(=O)C2OC23[C@]2(C)C(O)CC4C(C)(C)C(OC(C)=O)CC(OC(C)=O)[C@@]4(C)C2CC[C@@]13C (some centres undefined),-0.1%&-1.3%,4.2%&-7.5%,-7.1%&-14.4%
CC1=Nc2ccccc2/C1=C\c1nc(-c2ccccc2)oc1O,4.5%,-9.0%,-6.3%
CN(c1ccccc1)S(=O)(=O)c1cccc(NC(=O)c2ccncc2)c1,6.51µM*,8.2µM*,-13.5%
CCOC(=O)[C@@H]1[C@H]2COc3ccc(Br)cc3[C@@H]2N2C(=O)N(c3ccc(Cl)cc3)C(=O)[C@]12C,-3.9%,?,.
CCOC(=O)C1CCCN(C(=O)CCNS(=O)(=O)c2ccc3c(c2)CCC(=O)N3)C1 (centres undefined),?,?,0.4%
COc1ccc(N2C(=O)/C(=C\c3ccco3)N=C2SCC(N)=O)cc1Cl,?,?,-5.4%
CCOc1ccc(NC(=O)CN2C(=O)COc3ccccc32)cc1,-1.3%,-0.6%,-9.0%
C[C@H]1CCC[C@]2(O[C@H](CCO)C[C@@H](O)[C@@H]2O)O1,-10.0%,0.8%,.
COc1ccc(CCNC(=O)CSc2ccc3ccccc3c2)cc1OC,?,?,-11.2%
COc1cc(C(=O)N2CCN(CCc3ccncc3)CC2)cc(OC)c1OC,0.6%,-6.4%,2.9%
COc1ccc(C(=S)N2CCCCC2)cc1Br,14.2%,-12.3%,3.3%
Cc1cccc(N2CCN(C(=O)Cn3ncc4c3-c3ccccc3OC4)CC2)c1C,18.4µM*,16.4µM*,-6.3%
CC(C)(C)c1ccc(Cn2nnc3c(=O)[nH]c(C4CCCN(C(=O)c5cccs5)C4)nc32)cc1 (centres undefined),16.4µM*,?,-12.7%
Cc1cnc(CNc2cc(-c3ccc(C(=O)N(C)C)cc3)ncn2)cn1,4.6%,20.4%,-18.0%
Cc1ccc(C(=O)c2c3ccc([N+](=O)[O-])cc3[n+]([O-])n2CCCC(N)=O)cc1,5.8µM*,?,-4.9%
O=C(/C=C/c1cccnc1)c1ccc(O)cc1,?,14.6µM*,-5.4%
CS(=O)(=O)N(Cc1ccccc1Cl)c1ccc(C(=O)NCc2ccccn2)cc1,-17.3%,?,-3.1%
Cc1ccc(-c2noc(-c3c(C)noc3C)n2)cc1,3.4%,-0.6%,-10.2%
O=c1cc(CN2CCOCC2)c2c(ccc3ccccc32)o1,-23.8%,?,-2.4%
CC(C)NC(=O)N1CC[C@@]2(CCCN(S(=O)(=O)c3ccccc3)C2)C1,13.6%,-14.3%,1.3%
COc1ccc(CC(=O)n2[nH]c(=O)c3ccccc3c2=O)cc1OC,0.4%,-16.9%,-3.8%
NC(=O)C1(Nc2ccc([N+](=O)[O-])cc2)CCCC1,?,?,.
COc1ccc(N2C3=C(CC4=C2CCCC4=O)C(=O)CCC3)cc1,?,?,-11.6%
C=CCn1c(SCC(=O)N(CC)c2c(N)n(Cc3ccccc3)c(=O)[nH]c2=O)nnc1-c1ccccc1OC,-10.6%,22.5%,.
COc1cccc(-c2nc(CS(=O)(=O)CC(=O)Nc3cc(OC)ccc3OC)c(C)o2)c1,?,5.8µM*,-14.0%
N#Cc1c(-c2ccccc2)ccn(Cc2ccc(Cl)cc2)c1=O,?,?,-7.3%
CN(C(=O)c1ccc(F)cc1)c1ccc(OCC(=O)Nc2ccccc2C(=O)O)cc1,-18.8%,?,3.7%
CS(=O)(=O)Nc1ccc(Br)cc1,-17.6%,-12.3%,.
CCc1nnc(NS(=O)(=O)c2ccc(NC(=O)c3ccc(S(=O)(=O)N(CC)CC)cc3)cc2)s1,-4.6%,5.5%,-27.1%
CC1CN(S(=O)(=O)c2cc(C(=O)N3CCCCC3C)ccc2Cl)CC(C)O1 (centres undefined),-78.3%,1.84µM*,1.1%
CCN(CC(=O)NCc1cccs1)c1ccc(S(=O)(=O)N2CCCC2)cn1,2.6%,-24.1%,-8.3%
CC1Cc2ccccc2N1C(=O)C1CCN(S(=O)(=O)c2cccs2)CC1 (centres undefined),?,-10.7%,-1.0%
Cc1ccc2c(c1)NC(C(C)(C)C)CO2 (centres undefined),-29.9%,-27.2%,-0.5%
CCOc1ccc(OCCN2C(=O)NC(Cc3c[nH]c4ccccc34)C2=O)cc1 (centres undefined),?,-26.2%,0.4%
O=C(CN(Cc1ccccc1)S(=O)(=O)c1ccccc1)N/N=C/c1ccc([N+](=O)[O-])cc1,-5.9%,-26.5%,-15.8%
COc1ccc(NC(=O)c2cc3cc(OC)ccc3oc2=O)cc1,-27.1%,-0.4%,.

# Additional entries:
SMILES,DT40 TDP1 CPT,TDP1 cell noCPT,KAT2A inh
COc1cc(C)ccc1OCC(=O)OCC(=O)NCC1CCCCC1,-1.2%,8.3%,-6.4%
COc1ccc2c(c1)C(C)CC(C)(C)N2C(=O)Nc1ccccc1 (centres undefined),-21.1%,7.4%,2.6%
COc1ccc(N2CCN(C(=O)c3ccc(Cl)c(S(=O)(=O)N4CCOCC4)c3)CC2)cc1,-26.1%,?,.
COc1ccc(CN(Cc2cc3cc4c(cc3[nH]c2=O)OCO4)C(=O)NC2CCCCC2)cc1,18.4µM*,23.1µM*,-1.0%
COc1cccc(CN(CC(=O)NC2CCCCC2)C(=O)c2csnn2)c1,0.8%,-7.5%,-4.0%
O=C(Nc1ccccc1)/C(=C/c1ccc(F)cc1)NC(=O)c1ccco1,18.9%,3.6%,-1.7%
CCOc1ccc2c(c1)c1nnc(SCC(=O)NC3CC3)nc1n2C,-20.8%,?,-6.6%
Cc1ccc(N(C)C(=O)c2cc(S(=O)(=O)N3CCCC3)cn2C)cc1,-29.4%,-25.9%,-8.1%
COc1ccc(C(=O)n2cnc3ccccc32)cc1[N+](=O)[O-],0.1%,-12.5%,-1.4%
Nc1ccccc1C(=O)N(Cc1ccccc1)Cc1ccccc1,-8.0%,?,-6.4%
O=C(c1cc(-c2ccccc2Cl)on1)N1CCN(C(=O)c2ccco2)CC1,-9.6%,-13.1%,-2.3%
Cc1coc2c(C)c3oc(=O)c(CCC(=O)NCCc4ccccc4F)c(C)c3cc12,?,16.4µM*,-5.6%
CC(C)[C@@H]1Cc2[nH]c(=O)[nH]c(=O)c2[C@H](c2ccc(F)cc2)O1,-6.2%,-6.4%,.
COC(=O)c1cc2oc3ccccc3c2n1CC(=O)Nc1ccc(OC)c(OC)c1OC,?,?,-6.1%
COc1ccccc1CNC(=O)CCCOc1cc(=O)n(C)c2ccccc12,-10.2%,-15.4%,-4.3%
Cc1ccc(S(=O)(=O)N2C[C@H]3n4c(=O)ccc(=O)n4C[C@H](OC(=O)NCc4ccccc4F)[C@@]3(O)C2)cc1,?,20.6µM*,.
CN(CC(=O)Nc1ccc(F)c(F)c1)S(=O)(=O)c1cccs1,-2.8%,-19.9%,-4.3%
CCN(CC)c1ccc2c(-c3ccc(S(=O)(=O)O)cc3S(=O)(=O)[O-])c3ccc(=[N+](CC)CC)cc-3oc2c1,?,7.31µM*,?
CC(=O)Nc1ccc(C(=O)N(C2=NC(C)CS2)c2ccc(Cl)cc2)cc1 (centres undefined),3.0%,?,?
CC(=O)Nc1ccc(S(=O)(=O)C(C#N)c2nc3ccccc3nc2NCCO)cc1 (centres undefined),-4.7%,10.0%,-10.6%
CCc1ccc(Nc2nnc(SC(C)C(=O)NC3CC3)s2)cc1 (centres undefined),?,?,-2.8%
O=S(=O)(c1cccc(C(F)(F)F)c1)c1ccc(O)cn1,-13.5%,-11.6%,.
CCC(=O)Nc1ccc(C(=O)CSc2nc(N)cc(N)n2)cc1,11.4%,-0.5%,17.5%
COc1ccc(S(=O)(=O)N(C)C[C@H]2OCc3cnnn3CCCC(=O)N([C@H](C)CO)C[C@@H]2C)cc1,-7.4%,-23.6%,.
CSc1nnc(C)c(/C=C/NOCc2cccc(F)c2)n1,-0.1%,?,?
CCOc1ccc(-n2c(=O)[nH]cc(C(=O)N3CCc4ccccc43)c2=O)cc1,5.0%,-0.1%,-17.2%
O=C(NCC(c1ccco1)N1CCN(c2ccc(F)cc2)CC1)c1cccs1 (centres undefined),?,?,-1.9%
C[C@H](NC(=O)c1ncn2c1C(=O)NC[C@@H]2C)C(=O)OC(C)(C)C,3.7%,8.6%,.
CCOC(=O)c1cnc2nc(NCc3cccc(Br)c3)[nH]n2c1=O,-5.3%,-3.7%,2.8%
O=C(CCCOc1ccccc1)Nc1cccc(S(=O)(=O)N2CCOCC2)c1,-21.6%,?,-0.1%
CCN(CC)Cc1c(C(=O)N/N=C/c2ccc(OCc3ccccc3C)cc2)nnn1-c1nonc1N,?,?,-10.1%
O=C1CCC(c2ccccc2)=NN1Cc1c(F)cccc1Cl,-23.9%,?,3.1%
O=C(C[n+]1ccccc1)Nc1ccccc1C(F)(F)F,-7.7%,20.4%,0.1%
C=CCSc1nsc(NC(=O)Nc2cccc(C(C)=O)c2)n1,?,?,-2.2%
Nc1ccc2nc(CCCCCCCCc3nc4ccc(N)cc4[nH]3)[nH]c2c1,4.5%,2.2%,-6.5%
COCCNc1ncnc2nc[nH]c12,-16.1%,-7.8%,-1.4%
NS(=O)(=O)c1cccc(NC(=O)/C=C/c2cccs2)c1,0.3%,-0.9%,-6.3%
Cn1cnc([N+](=O)[O-])c1Sc1n[nH]c(N)n1,-7.2%,-15.0%,-1.8%

# By substructure, the entries above with an NH in an aromatic ring
SMILES,DT40 TDP1 CPT,TDP1 cell noCPT,KAT2A inh
COC(=O)c1nc(NC(=O)c2ccccc2Br)n[nH]1,-29.2%,-3.4%,-8.3%
CC(C)(C)c1ccc(Cn2nnc3c(=O)[nH]c(C4CCCN(C(=O)c5cccs5)C4)nc32)cc1 (centres undefined),16.4µM*,?,-12.7%
COc1ccc(CC(=O)n2[nH]c(=O)c3ccccc3c2=O)cc1OC,0.4%,-16.9%,-3.8%
C=CCn1c(SCC(=O)N(CC)c2c(N)n(Cc3ccccc3)c(=O)[nH]c2=O)nnc1-c1ccccc1OC,-10.6%,22.5%,.
CCOc1ccc(OCCN2C(=O)NC(Cc3c[nH]c4ccccc34)C2=O)cc1 (centres undefined),?,-26.2%,0.4%
COc1ccc(CN(Cc2cc3cc4c(cc3[nH]c2=O)OCO4)C(=O)NC2CCCCC2)cc1,18.4µM*,23.1µM*,-1.0%
CC(C)[C@@H]1Cc2[nH]c(=O)[nH]c(=O)c2[C@H](c2ccc(F)cc2)O1,-6.2%,-6.4%,.
CCOc1ccc(-n2c(=O)[nH]cc(C(=O)N3CCc4ccccc43)c2=O)cc1,5.0%,-0.1%,-17.2%
CCOC(=O)c1cnc2nc(NCc3cccc(Br)c3)[nH]n2c1=O,-5.3%,-3.7%,2.8%
Nc1ccc2nc(CCCCCCCCc3nc4ccc(N)cc4[nH]3)[nH]c2c1,4.5%,2.2%,-6.5%
COCCNc1ncnc2nc[nH]c12,-16.1%,-7.8%,-1.4%
Cn1cnc([N+](=O)[O-])c1Sc1n[nH]c(N)n1,-7.2%,-15.0%,-1.8%

# Only TDP1 cell noCPT and DT40 TDP1 CPT, for two of the compounds above:
Structure | TDP1 cell noCPT | DT40 TDP1 CPT
CCN(CC)Cc1c(C(=O)N/N=C/c2ccc(OCc3ccccc3C)cc2)nnn1-c1nonc1N | ? | ?
O=C1CCC(c2ccccc2)=NN1Cc1c(F)cccc1Cl | ? | -23.9%

# Screening results: PubChem BioAssay, National Center for Advancing Translational Sciences (NCATS)
